# Source: PubChem BioAssay
# TRPV1 ag – HTS Assay for Compounds that Act as Agonists of the Vanilloid Receptor 1 | actives 0.19% (n = 320,000) | Transient receptor potential cation channel subfamily V member 1 (Homo sapiens), Q8NER1 | TRPV1-expressing cells, Fluo-8 calcium influx, agonist mode | activation, % at 8.33 µM; in the data active = activation above about 80%; inconclusive = between about 30% and that limit; note: 0% is about no effect
#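 Fluo-8 calcium influx in TRPV1-expressing cells, kinetic read (ex 480/em 520 nm). Compound added and read 3 min for agonist activity, followed by capsaicin at EC20 final and 2 min further read for enhancement.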
# FBPA coupling cs – qHTS Assay for Inhibitors of Fructose-1,6-bisphosphate Aldolase from Giardia Lamblia: Coupling assay counterscreen | coupling enzyme system counterscreen, AmpLite Red fluorescence | actives 0.67% (n = 290,000) | activity change, negative = inhibition, % at 58.2 µM, hits read low; in the data active = activity change below about -30%; note: % is set by controls: 0 for no effect and ±100 for the full control effect
#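 Coupling enzymes only (glyceraldehyde-3-phosphate) + compound, at 57.5 uM final, 10 min RT; add substrate/coupling/AmpLite Red mix, 20 min RT; fluorescence ex 525/em 598 nm. Actives flag coupling-system interference.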
# CXXC DNA block – qHTS Fluorescence Polarization Assay for Inhibitors of MLL CXXC domain - DNA interaction; Histone-lysine N-methyltransferase 2A (Homo sapiens), Q03164; MLL-CXXC / FITC-HOXA9 DNA fluorescence polarization; Potency, µM (titrated, usually from 115 µM), for the others: at the top dose activity change, negative = inhibition, actives largely listed as inhibitors; actives 0.037% (n = 290,000); AID 2662, 2010; active = well fitted inhibition curve with a large enough effect in the polarisation, with a control signal flat, not every such curve was filed as active; inconclusive = small, poorly fitted or top-dose-only effect, or effect the other way, or a change in a side signal; inactive = no such curve, though single readings can be large or run the other way; the % refers to the polarisation; note: potency is the fitted concentration of half-maximal effect
#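 Steps: dispense CXXC domain solution (7 uM) → pin compounds or unlabeled HOX-A9 DNA control → 5 min ambient → add FLSN-HOX-A9 solution (50 nM) → spin → 30 min ambient → fluorescence polarization. Tris pH 7.5/NaCl/DTT/BSA buffer.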
# Giardia kill – Small Molecules that selectively kill Giardia lamblia: qHTS; Giardia lamblia trophozoite viability; activity change, % at 7.66 µM, hits read low; actives 0.15% (n = 340,000); AID 540267, 2011; in the data active = activity change below about -80%; inconclusive = between about -30% and that limit;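 note: parasites exposed to compound for two days anaerobically before the ATP read; % is set by controls: 0 for no effect and ±100 for the full control effect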
#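 Compounds were tested on trophozoites seeded at 100 cells/well and held 48 hrs at 37 deg C anaerobically. An ATP-based luminescent kit measured the remaining live cells.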
# B2AR arrestin – qHTS assay of beta-arrestin-biased ligands of beta2-adrenergic receptor. AID 492947, 2010. Beta-2 adrenergic receptor (Homo sapiens), P07550. Potency, µM (top dose mostly 46.1 µM), for the others: at the highest dose activation, actives largely listed as activators. beta-arrestin recruitment to beta2AR, cell-based reporter. actives 0.02% (n = 330,000);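 note: potency is the fitted concentration of half-maximal effect; 0% = DMSO controls and full agonism = EC100 isoproterenol or metaproterenol; nearly all actives have a fitted effect of over 65% in size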
# KCNH2 3.1 block – qHTS for Inhibitors of KCHN2 3.1: Mutant qHTS; activity change, % (tested at about 1.8 µM); U2OS KCNH2 3.1, thallium flux FluxOr; stronger effect = lower value; AID 720553, 2013; actives 0.95% (n = 340,000);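 active = maximum activity change below -70%; inconclusive = maximum activity change from -70% to -50%; inactive = maximum activity change above -50%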;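 note: thallium influx rate constant from kinetic fluorescence after stimulation buffer; % is set by controls: 0 for no effect and ±100 for the full control effect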
#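 Normalized rate constant (relative to positive and negative DMSO controls) derived from a 2 min kinetic fluorescence read after stimulation; U2OS cells expressing the 3.1 isoform via virus at 1.77 x 10^8 /mL.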
# hERG WT inh – qHTS for Inhibitors of KCHN2 3.1: Wildtype qHTS | activity change, % at 1.84 µM | U2OS, BacMam KCNH2, thallium flux FluxOr; stronger effect = lower value | actives 0.37% (n = 340,000) | AID 720551, 2013;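 active = maximum activity change below -70%; inconclusive = maximum activity change between -70% and -50%; inactive = maximum activity change above -50%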; note: % is set by controls: 0 for no effect and ±100 for the full control effect
# Target sequence (Q12809 whole entry, looked up): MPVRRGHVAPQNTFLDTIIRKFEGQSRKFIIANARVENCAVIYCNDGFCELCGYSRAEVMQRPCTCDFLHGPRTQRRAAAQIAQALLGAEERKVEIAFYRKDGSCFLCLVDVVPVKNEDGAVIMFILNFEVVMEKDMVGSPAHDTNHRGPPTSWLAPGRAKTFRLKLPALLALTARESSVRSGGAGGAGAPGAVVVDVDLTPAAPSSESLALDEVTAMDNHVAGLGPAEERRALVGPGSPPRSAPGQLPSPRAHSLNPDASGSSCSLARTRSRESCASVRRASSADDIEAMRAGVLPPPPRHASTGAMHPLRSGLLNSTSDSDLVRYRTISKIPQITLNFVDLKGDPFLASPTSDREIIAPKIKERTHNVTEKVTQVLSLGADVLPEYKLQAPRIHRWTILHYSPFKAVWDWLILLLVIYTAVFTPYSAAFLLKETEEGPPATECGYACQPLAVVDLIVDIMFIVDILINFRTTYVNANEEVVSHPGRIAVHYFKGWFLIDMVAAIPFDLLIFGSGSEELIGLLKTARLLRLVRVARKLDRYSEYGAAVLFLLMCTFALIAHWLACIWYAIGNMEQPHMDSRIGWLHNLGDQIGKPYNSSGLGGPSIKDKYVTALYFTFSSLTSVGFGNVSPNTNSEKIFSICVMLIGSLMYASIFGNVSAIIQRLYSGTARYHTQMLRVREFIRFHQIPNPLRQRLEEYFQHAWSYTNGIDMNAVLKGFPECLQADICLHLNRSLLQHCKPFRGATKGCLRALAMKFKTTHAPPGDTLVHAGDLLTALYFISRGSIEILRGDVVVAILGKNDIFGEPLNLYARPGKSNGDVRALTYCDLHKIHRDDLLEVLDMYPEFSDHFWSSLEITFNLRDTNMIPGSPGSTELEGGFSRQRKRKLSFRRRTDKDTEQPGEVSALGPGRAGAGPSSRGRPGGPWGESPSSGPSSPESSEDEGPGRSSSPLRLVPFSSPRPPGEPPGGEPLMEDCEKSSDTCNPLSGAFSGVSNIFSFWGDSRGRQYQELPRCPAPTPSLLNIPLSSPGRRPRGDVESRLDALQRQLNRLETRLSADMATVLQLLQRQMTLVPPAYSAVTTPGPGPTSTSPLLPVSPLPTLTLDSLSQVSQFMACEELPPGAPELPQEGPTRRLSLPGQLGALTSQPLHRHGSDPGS
#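 U2OS cells transduced with wild-type KCNH2 virus are loaded with FluxOr dye for 45 min, and thallium flux is measured in kinetic reads before and after stimulation buffer. Rate constants are normalized to DMSO controls.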
# USP2a block – qHTS Assay for Inhibitors of Ubiquitin-specific Protease USP2a Using CHOP2 as the Reporter; USP2 core, Ub-CHOP2 coupled fluorogenic reporter, 485/531; Potency, µM (series often up to 38.3 µM), for inactives: top-dose activity change, negative = inhibition, most hits filed as inhibitors; actives 0.01% (n = 330,000); AID 463254, 2010;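 note: potency is the fitted concentration of half-maximal effect; plate controls were DMSO wells for no effect and full inhibition by NEM control for full effect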
#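 Cell-free coupled assay: 10nM USP2 core preincubated 30min RT with compound in Tris-HCl pH 8.0/CaCl2/CHAPS buffer, then 25nM Ub-CHOP2 and 25nM reporter substrate; fluorescence (Ex 485/Em 531) read after 60min RT, normalized to NEM inhibition, concentration-response curves fitted.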
# Menin-MLL TR inh – qHTS Assay for Inhibitors Targeting the Menin-MLL Interaction in MLL Related Leukemias: Competition With Texas Red Labeled MLL-derived Mutant Peptide. O00255. Menin + Texas Red MLL mutant peptide, fluorescence polarization. Potency, µM (series often up to 61.6 µM), for inactives: at the top dose FP activity change, negative = inhibition, most hits filed as inhibitors. actives 0.23% (n = 270,000). AID 1768, 2009; active = well fitted inhibition curve with a large enough effect in the polarisation, with a control signal flat, not every such curve was filed as active; inconclusive = small, poorly fitted or top-dose-only effect, or effect the other way, or a change in a side signal; inactive = no such curve, though single readings can be large or run the other way; the % refers to the polarisation; note: potency is the fitted concentration of half-maximal effect; % of control where 0% means no effect; many of its hits are not listed in these tables
# PKM2 act – qHTS Assay for Activators of Human Muscle isoform 2 Pyruvate Kinase; Potency, µM (titrated, usually from 57.5 µM), for inactives: top-dose activation, actives largely listed as activators; Pyruvate kinase PKM (Homo sapiens), P14618; actives 0.34% (n = 260,000); purified PKM2, Kinase-Glo ATP luminescence, activation; response scale: 0% is enzyme alone, no compound; AID 1631, 2009; note: potency is the fitted concentration of half-maximal effect; % is set by controls: 0 for no effect and ±100 for the full control effect; nearly all actives have a fitted effect of over 55% in size
#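 hPK-M2, >95% pure; 0.1 mM ADP / 0.5 mM PEP final; imidazole pH7.2 buffer w/ 7 mM MgCl2, 50 mM KCl; 1 h RT; Kinase-Glo lum. Intermediate enzyme activity for dual inhibitor/activator qHTS.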
# GALK inh – qHTS Assay for Inhibitors of Human Galactokinase (GALK); actives 0.007% (n = 270,000); Potency, µM (top dose mostly 57.5 µM), inactives show at the highest dose activity change, negative = inhibition, most hits filed as inhibitors; Purified GALK, Kinase-Glo residual ATP luminescence; note: potency is the fitted concentration of half-maximal effect; % is set by controls: 0 for no effect and ±100 for the full control effect
#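 Compounds were pin-transferred into ATP buffer (35 uM final), then GALK plus galactose (5 nM, 100 uM final) was added. After 1 h at room temperature, Kinase-Glo Plus was added and luminescence read after 10 min.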
# The depositor's hits bear a star; ? = inconclusive; · = not tested or not shown; & = joins results of further samples; [ ] = remark or other dose. Unless noted, calls come from the whole dose curve; as a rule, active = well fitted curve in the direction sought with a large enough effect; inconclusive = small, poorly fitted or top-dose-only effect, or another doubt; inactive = no such curve, though single readings can be large; an effect the other way counts as inactive or inconclusive.
# A first look (four entries):
# Value order: TRPV1 ag | FBPA coupling cs | CXXC DNA block | Giardia kill | B2AR arrestin | KCNH2 3.1 block | hERG WT inh | USP2a block | Menin-MLL TR inh | PKM2 act | GALK inh
- CCOC(=O)C1=C(C)N(c2ccccc2)C(=O)NC1c1cccc([N+](=O)[O-])c1 (stereo unspecified)
    0 | -1 | 4% | -9 | -0.8% | 10 | -12 | -4% | -2% | 5% | 3%
- Cc1ccccc1NS(=O)(=O)c1ccc(OCC(=O)NCc2cccnc2)cc1
    8 | -1 | 5% | 4 | -0.2% | -5 | -12 | 3% | 1% | 12% | -1%
- CCOC(=O)N1CCC(N2C(=O)c3ccccc3C2Nc2ccc(Cl)cn2)CC1 (stereo unspecified)
    30 | -1 | 1% | -5 | 0.3% | -32 | -1 | -2% | -2% | 4% | 1%
- O=C(COC(=O)C1(c2ccccc2F)CCCC1)N1CCN(C(=O)c2ccco2)CC1
    19 | 1 | -4% | -2 | 0.2% | -6 | 12 | -1% | -5% | 0% | 4%

# Main list, repeating the preview:
# Value order: TRPV1 ag | FBPA coupling cs | CXXC DNA block | Giardia kill | B2AR arrestin | KCNH2 3.1 block | hERG WT inh | USP2a block | Menin-MLL TR inh | PKM2 act | GALK inh
- CCOC(=O)C1=C(C)N(c2ccccc2)C(=O)NC1c1cccc([N+](=O)[O-])c1 (stereo unspecified)
    0 | -1 | 4% | -9 | -0.8% | 10 | -12 | -4% | -2% | 5% | 3%
- Cc1ccccc1NS(=O)(=O)c1ccc(OCC(=O)NCc2cccnc2)cc1
    8 | -1 | 5% | 4 | -0.2% | -5 | -12 | 3% | 1% | 12% | -1%
- CCOC(=O)N1CCC(N2C(=O)c3ccccc3C2Nc2ccc(Cl)cn2)CC1 (stereo unspecified)
    30 | -1 | 1% | -5 | 0.3% | -32 | -1 | -2% | -2% | 4% | 1%
- O=C(COC(=O)C1(c2ccccc2F)CCCC1)N1CCN(C(=O)c2ccco2)CC1
    19 | 1 | -4% | -2 | 0.2% | -6 | 12 | -1% | -5% | 0% | 4%
- Cc1ccc(NC(=O)COC(=O)CN2CCCCCC2=O)cc1C
    0 | · | · | -2 | 0.0% | 18 | -2 | 3% | · | · | ·
- Cc1cc(C)n(C(=O)c2ccc([N+](=O)[O-])cc2[N+](=O)[O-])n1
    1 | -7 | 9% | 11 | 0.4% | -1 | 6 | 1% | -6% | 8% | 2%
- O=C(Cc1c(F)cccc1Cl)N1CCN(S(=O)(=O)c2cccc(F)c2)CC1
    4 | · | · | -9 | -0.4% | -7 | 5 | -4% | · | · | ·
- COc1ccccc1CNC(=O)c1ccc(CS(=O)(=O)c2ccccc2OC)o1
    4 | -1 | 0% | -14 | -0.5% | 0 | 0 | 3% | -14% | 3% | 1%
- N#CC1=C(N)Oc2n[nH]c(-c3ccc(F)cc3)c2C1c1cccc(OC(=O)N2CCOCC2)c1 (stereo unspecified)
    0 | -4 | -1% | -1 | -0.8% | 11 | 4 | 3% | 5% | 3% | -2%
- O=C(Nc1ccc(Oc2cccnc2)cc1)C1CCN(Cc2cccc(Cl)c2)CC1
    15 | 6 | 6% | -2 | 0.3% | -28 | 11 | 0% | -13% | · | -2%
- CCOC(=O)c1c(NC(=O)CN2C(=O)NC(C)(c3ccc(OC(F)F)cc3)C2=O)sc(C)c1C (stereo unspecified)
    19 | 0 | 7% | -4 | 0.0% | -29 | -12 | 3% | 3% | 5% | 1%
- CCn1c(SCC(=O)N2CCN(C)CC2)nc2c1c(=O)n(C)c(=O)n2C
    -1 | 1 | 2% | 7 | -0.5% | 4 | -9 | 1% | ? | -1% | 0%
- O=C(COc1cc(F)ccc1[N+](=O)[O-])Nc1ccc(N2CCOCC2)cc1
    -1 | 1 | 7% | 1 | -0.7% | -7 | -7 | -2% | 5% | -3% | 2%
- CCOC(=O)C(C)n1cnc2c(oc3ccccc32)c1=O (stereo unspecified)
    0 | -2 | 2% | -6 | -0.4% | -2 | -1 | -4% | 0% | -1% | -3%
- COc1cccc(C(O)Cc2nc3ccccc3n2C)c1OC (stereo unspecified)
    0 | 1 | 2% | -7 | -0.4% | -4 | -1 | -8% | -1% | 0% | 4%
- CCC(C(=O)Nc1cc(Cl)c(OC)cc1OC)c1ccccc1 (stereo unspecified)
    ? | -1 | -8% | -28 | 0.3% | 0 | -2 | -1% | 31%[activator] | 10% | -2%
- Cc1c(NC(=O)CSc2nc3c(cnn3-c3ccccc3)c(=O)[nH]2)c(=O)n(-c2ccccc2)n1C
    0 | 5 | 3% | -8 | -0.6% | 2 | 15 | 0% | -12% | 1% | ·
- Cc1ncc(N=Nc2ccccc2Cl)c(-c2ccccc2)n1
    8 | -1 | -5% | -6 | 0.0% | -2 | -1 | -1% | 6% | -7% | 0%
- Cc1c(C(=O)O)oc2ccc(S(=O)(=O)NCc3ccc(F)cc3)cc12
    0 | 7 | -9% | -1 | 0.0% | -11 | -10 | 0% | 19% | 1% | -2%
- Cc1ccc(CNC(=O)CO/N=C/c2ccc(C(C)(C)C)cc2)cc1
    ? | 1 | -2% | 2 | 2.7% | -14 | 17 | 3% | -15% | -2% | -2%
- CC1CN(c2ncnc3c2cnn3-c2ccc(Cl)cc2)CC(C)O1 (stereo unspecified)
    11 | 0 | -5% | 11 | 0.5% | -2 | -8 | 3% | -1% | 14% | 1%
- Clc1cccc(CSc2nccn2-c2ccccc2)c1
    18 | -3 | 1% | -7 | 0.1% | -8 | 36 | 3% | -17% | -7% | 3%
- COc1ccc(CNC(=O)[C@H](C)NC(=O)C2CC(=O)N(c3ccc4c(c3)OCO4)C2)cc1 (stereo partly specified)
    3 | 2 | -9% | 8 | -0.1% | -8 | 9 | -1% | -6% | · | -1%
- Cc1c(C)n(Cc2ccc(F)cc2)c2ccc(C(=O)NCCN3CCOCC3)cc12
    ? | 1 | 1% | 11 | -0.9% | 2 | 2 | 1% | 0% | · | -1%
- CCOc1ccc(N(CC(=O)Nc2c(C)cccc2C)S(=O)(=O)c2c(C)[nH]c(=O)[nH]c2=O)cc1
    5 | 13 | -5% | 8 | -0.2% | 0 | 6 | 1% | · | 0% | ·
- CCNC(=O)CSc1nc2sccc2c(=O)n1-c1ccccc1
    0 | -3 | 21% | -1 | 0.3% | -9 | · | -11% | 12% | · | -1%
- O=C(O)C1C2C=CC(C2)C1C(=O)Nc1ccc2c(c1)OCCO2 (stereo unspecified)
    3 | 2 | 1% | 9 | -1.0% | -4 | 3 | 0% | 8% | -9% | 7%
- Cc1ccc(Nc2nc(CSc3nnnn3-c3ccccc3)cs2)cc1
    2 | 3 | -19% | -10 | · | -3 | 1 | · | 31%[activator] | -1% | 0%
- Cc1cc(CNC(=O)C2(C(F)(F)F)C/C(=C\CCO)CCCO2)nn1C (stereo unspecified)
    · | 0 | · | 20&9 | · | 15 | -1 | · | 23% | · | ·
- Cc1ccc(C(=O)Nc2ccccc2C(=O)N2CCCC(C)C2)cc1 (stereo unspecified)
    -3 | 4 | 2% | -11 | -0.2% | -11 | -13 | -1% | -8% | 1% | -2%
- O=C(COc1cccc(C(F)(F)F)c1)N1CCN(c2ccc(O)cc2)CC1
    ? | -8 | -5% | -8 | 0.1% | 9 | -4 | 3% | -14% | 22% | 7%
- CC1Cc2ccccc2N1C(=O)COC(=O)c1ccc(Cl)c(S(=O)(=O)N2CCOCC2)c1 (stereo unspecified)
    2 | · | · | 18 | 0.1% | -13 | 2 | 2% | · | · | ·
- CN(NC(=O)c1ccccc1)c1nc2ccccc2nc1C(F)(F)F
    2 | 2 | -3% | -15 | -0.3% | -3 | -5 | -2% | -3% | 1% | -2%
- CCOc1ccc(S(=O)(=O)N2CCOCC2)cc1NC(=O)CSCC(=O)Nc1cccc(C)c1
    6 | · | -13% | -17 | 4.0% | 6 | 20 | 1% | · | 1% | -9%
- CCOC(=O)N1CCN(c2cc3[nH]c(=S)[nH]c3cc2F)CC1
    1 | 4 | -2% | 6 | 0.5% | 5 | 10 | 2% | 15% | 5% | 3%

# Only part of the results is shown; the hit share may differ from the screen's.
